From PubChem
S1P4 agonist = S1P4 receptor agonists, primary screen, cell-based; 220,000 tested, 0.35% active; Sphingosine 1-phosphate receptor 4 (Homo sapiens), O95977; activation, % at 4.98 µM; AID 1509, 2009; S1P4-expressing cell line, agonist reporter assay; in the data active = activation above about 11%;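 note: 0% = DMSO vehicle and 100% = reference agonist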
Target sequence (O95977 whole entry, looked up): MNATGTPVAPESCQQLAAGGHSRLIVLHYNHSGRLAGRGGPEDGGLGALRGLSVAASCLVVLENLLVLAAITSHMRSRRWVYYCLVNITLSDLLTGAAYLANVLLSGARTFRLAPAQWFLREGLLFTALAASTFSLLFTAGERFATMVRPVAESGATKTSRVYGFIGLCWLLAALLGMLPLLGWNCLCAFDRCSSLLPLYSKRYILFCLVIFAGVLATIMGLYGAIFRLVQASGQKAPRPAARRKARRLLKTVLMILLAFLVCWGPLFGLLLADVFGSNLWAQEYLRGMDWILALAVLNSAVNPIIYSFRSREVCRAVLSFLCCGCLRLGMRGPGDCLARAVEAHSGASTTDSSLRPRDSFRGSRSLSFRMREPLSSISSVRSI
CHOP inhibitor = inhibitors of CHOP promoter induction, primary screen, cell-based, unfolded protein response, luciferase reporter; CHO-K1 CHOP-promoter luciferase, tunicamycin-induced, 15-18 h; inhibition, % at 10 µM; 220,000 tested, 3.8% active; AID 2732, 2010;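 active = compounds that reduced the stress-induced luciferase reporter signal by more than about 70% of percent inhibition, limit read from the data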;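 note: 0% = tunicamycin plus vehicle and 100% = wells without tunicamycin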
TRPML3 agonist = human TRPML3 channel agonists, primary screen, cell-based, HEK293 TRPML3-YFP, Fluo-8 calcium fluorescence, 3 µM; Mucolipin-3 (Homo sapiens), Q8TDD5; 100% = the carbachol control signal; activation, % at 3 µM; 220,000 tested, 0.29% active; AID 1448, 2008;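 active = activation above its plate's cutoff, the mean activation of the plate's test wells plus 3 SD, cut at about 12% in these data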;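 note: 0% = DMSO only wells and 100% = carbachol wells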
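Test system: HEK293 cells stably carrying human TRPML3-YFP; Doses: single dose, 3 µM final nominal compound, 0.3% DMSO final; Schedule: dye loading 1 h 37 °C then 30 min ambient, 125 s read; Technique: Fluo-8 calcium fluorescence; Benchmarks: high control carbachol 87 µM, low control DMSO.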
NPY-Y2 PAM-ag = NPY-Y2 potentiators or agonists, primary screen, cell-based | cells expressing NPY-Y2, potentiator/agonist read-out | activation, % at 3.6 µM | 220,000 tested, 0.45% active | AID 1359, 2008; in the data active = activation above about 27%;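 note: cells stimulated with NPY near EC25 plus isoproterenol at EC100; 0% = vehicle plus submaximal agonist and 100% = vehicle plus saturating agonist; some results beyond the cut were filed as inactive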
Target sequence (P49146 whole entry, looked up): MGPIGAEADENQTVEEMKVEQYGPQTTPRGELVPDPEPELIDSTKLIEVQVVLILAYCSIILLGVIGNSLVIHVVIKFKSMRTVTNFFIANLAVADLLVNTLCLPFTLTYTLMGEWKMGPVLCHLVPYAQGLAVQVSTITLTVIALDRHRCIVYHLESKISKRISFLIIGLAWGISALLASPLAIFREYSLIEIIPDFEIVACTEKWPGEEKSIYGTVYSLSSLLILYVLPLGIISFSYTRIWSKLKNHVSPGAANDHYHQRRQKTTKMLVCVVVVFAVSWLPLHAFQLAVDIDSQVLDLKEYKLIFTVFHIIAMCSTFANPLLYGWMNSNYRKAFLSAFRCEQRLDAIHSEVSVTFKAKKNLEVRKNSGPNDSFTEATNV
NPY-Y1 antag = NPY-Y1 receptor antagonists, primary screen, cell-based | HEK293-CNG Y1 cells, membrane potential fluorescence; NPY at EC95, then isoproterenol | inhibition, % at 3.6 µM | 200,000 tested, 1% active;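 active = inhibition above the campaign mean inhibition of all tested compounds plus 3 SD, cut at about 20% in these data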;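 note: 0% = DMSO wells given NPY plus isoproterenol and 100% = isoproterenol alone without NPY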
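Material: HEK293 Y1/CNG channel cell line | Also added: NPY (25 nM), isoproterenol (1 µM), Ro 20-1724 (25 µM) | Compound: One concentration, 3.6 µM, in 0.4% DMSO | Schedule: 3 h dye uptake, 1 h room-temperature compound, 45 min post-isoproterenol | Signal: Membrane-potential fluorescent dye readout | Read-out: % inhibition of NPY effect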
EP2 modulator = EP2 receptor modulators, cAMP readout, primary screen, cell-based, HTRF cAMP, PGE2 stimulation; 260,000 tested, 0.83% active; induction, % at 25 µM; EP2-expressing cells, cAMP HTRF FRET, PGE2 co-stimulation;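 active = compounds whose cAMP rise, as percent of the full-agonist control response, exceeds 60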;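 note: rat C6 glioma line stably carrying human EP2 under a CMV promoter; the protocol text gives 20 µM as final concentration; 100% = response of wells given 1 µM PGE2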
NPY1 pot ag = NPY-Y1 receptor potentiators or agonists, primary screen, cell-based; NPY-Y1 expressing cells, potentiator/agonist activation; activation, % at 3.6 µM; AID 1304, 2008; 220,000 tested, 0.37% active; Neuropeptide Y receptor type 1 (Homo sapiens), P25929; in the data active = activation above about 33%, passing the limit was not always enough;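 note: cells stimulated with NPY at EC10 then isoproterenol at EC100; 0% = low agonist plus stimulus and 100% = saturating agonist plus stimulus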
TRPN1 ag = zebrafish TRPN1 channel agonists, primary screen, cell-based, HEK293, calcium fluorescence | transient receptor potential cation channel N1 (TRPN1/NompC), Danio rerio | HEK293 zebrafish TRPN1-YFP, Fluo-8 calcium fluorescence; 100% = response to 87 µM carbachol | activation, % at 3 µM | 220,000 tested, 0.18% active | AID 1424, 2008;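 active = activation above its plate's cutoff, the mean activation of test wells on that plate plus 3 SD, cut at about 19% in these data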;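 note: 0% = DMSO alone and 100% = 87 µM carbachol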
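Control set: carbachol 87 µM as high control, DMSO as low control; system: HEK293 stable line with zebrafish TRPN1-YFP; read-out: % activation versus carbachol response; detection: intracellular calcium fluorescence with Fluo-8; doses: single test compound dose, 3 µM nominal, 0.3% DMSO; schedule: dye 1 h 37 °C plus 30 min RT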
S1P4 antagonist = S1P4 receptor antagonists, primary screen, cell-based; inhibition, % at 4.98 µM; Sphingosine 1-phosphate receptor 4 (Homo sapiens), O95977; 220,000 tested, 0.26% active; S1P4-expressing cells, antagonist mode, reporter read-out; in the data active = inhibition above about 29%;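 note: 0% = wells stimulated with agonist and 100% = vehicle wells without agonist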
The depositor's hits bear a star.

What do the screens show for `O=C1S/C(=C/c2ccc(N3CCOCC3)o2)C(=O)N1Cc1ccc(F)cc1`?
S1P4 agonist: 1.0; CHOP inhibitor: 14.2; TRPML3 agonist: 1.6; NPY-Y2 PAM-ag: -7.7; NPY-Y1 antag: 0.5; EP2 modulator: -7.6; NPY1 pot ag: -3.9; TRPN1 ag: 1.5; S1P4 antagonist: -23.7

What do the screens show for `N#C/C(=C\C1=C(N2CCOCC2)C(=C\c2ccccc2)/CC1)C(=O)Nc1ccccc1F`?
S1P4 agonist: 6.8; CHOP inhibitor: 38.5; TRPML3 agonist: 1.1; NPY-Y2 PAM-ag: -18.1; NPY-Y1 antag: 0.8; EP2 modulator: 24.7; NPY1 pot ag: -24.4; TRPN1 ag: 2.5; S1P4 antagonist: 7.8

Results for O=C(c1cccc(S(=O)(=O)N2CCOCC2)c1)N1CCN(S(=O)(=O)c2cccs2)CC1 ?
S1P4 agonist: 2.8; CHOP inhibitor: 16.9; TRPML3 agonist: 0.9; NPY-Y2 PAM-ag: 9.3; NPY-Y1 antag: 0.6; EP2 modulator: 6.5; NPY1 pot ag: -10.8; TRPN1 ag: 0.2; S1P4 antagonist: 12.9

Results for CC(C)C(NC(=O)c1ccc(C(C)(C)C)cc1)C(=O)OCC(=O)NC(=O)Cc1ccccc1 (stereo not drawn) ?
S1P4 agonist: 0.8; CHOP inhibitor: 4.7; TRPML3 agonist: -0.1; NPY-Y2 PAM-ag: 2.5; NPY-Y1 antag: -1.8; EP2 modulator: 49.3; NPY1 pot ag: -7.6; TRPN1 ag: -0.6; S1P4 antagonist: -1.4

What do the screens show for `CCOC(=O)C1(CCCc2ccccc2)CCN(C(=O)C2CCCN(C(N)=O)C2)CC1` (stereo not drawn)?
S1P4 agonist: -1.0; CHOP inhibitor: 31.3; TRPML3 agonist: 0.7; NPY-Y2 PAM-ag: -16.9; NPY-Y1 antag: -4.2; EP2 modulator: -3.3; NPY1 pot ag: -7.2; TRPN1 ag: 0.6; S1P4 antagonist: -6.2

How did O=C(NCC12CC3CC(CC(C3)C1)C2)c1nc2ncccn2n1 do in these assays?
S1P4 agonist: -1.9; CHOP inhibitor: 29.2; TRPML3 agonist: 0.5; NPY-Y2 PAM-ag: -1.5; NPY-Y1 antag: -3.3; EP2 modulator: 13.1; NPY1 pot ag: 17.5; TRPN1 ag: 1.2; S1P4 antagonist: -11.7

What do the screens show for `O=c1c2cc(NC(=S)NC3CCN(Cc4ccccc4)CC3)ccc2nc2n1CCCCC2`?
S1P4 agonist: 0.6; CHOP inhibitor: 37.3; TRPML3 agonist: -0.4; NPY-Y2 PAM-ag: -5.3; NPY-Y1 antag: 5.0; EP2 modulator: -75.8; NPY1 pot ag: -1.1; TRPN1 ag: 1.9; S1P4 antagonist: -8.9

What do the screens show for `COc1ccc(-n2c(C)cc(C(=O)CSc3ccc(NC(C)=O)cc3)c2C)cc1`?
S1P4 agonist: 1.0; CHOP inhibitor: 42.1; TRPML3 agonist: 0.4; NPY-Y2 PAM-ag: -5.2; NPY-Y1 antag: 0.5; EP2 modulator: 18.3; NPY1 pot ag: -53.0; TRPN1 ag: -0.9; S1P4 antagonist: -5.4

How did COC(=O)c1ccc2nc(NC(=O)C3CCCCC3)sc2c1 do in these assays?
S1P4 agonist: 1.4; CHOP inhibitor: 43.9; TRPML3 agonist: 0.0; NPY-Y2 PAM-ag: -16.4; NPY-Y1 antag: 6.8; EP2 modulator: -5.2; NPY1 pot ag: 3.9; TRPN1 ag: 1.7; S1P4 antagonist: 4.3

What do the screens show for `CC1(C)CC(=O)C(C(c2ccc(F)cc2)C2C(=O)CC(C)(C)CC2=O)C(=O)C1`?
S1P4 agonist: -0.8; CHOP inhibitor: 4.6; TRPML3 agonist: 0.3; NPY-Y2 PAM-ag: 12.1; NPY-Y1 antag: -7.0; EP2 modulator: -3.3; NPY1 pot ag: -4.9; TRPN1 ag: 1.3; S1P4 antagonist: -0.3

How did CCOc1ccc(C2Nc3ccccc3C(CC)(CC)O2)cc1 (stereo not drawn) do in these assays?
S1P4 agonist: -0.5; CHOP inhibitor: -13.6; TRPML3 agonist: 0.6; NPY-Y2 PAM-ag: -30.4; NPY-Y1 antag: -3.3; EP2 modulator: 28.5; NPY1 pot ag: 7.7; TRPN1 ag: 0.2; S1P4 antagonist: -10.6

What do the screens show for `C=CCc1cc(OC)ccc1OCCOCCC(C(=O)OCC)C(=O)OCC`?
S1P4 agonist: 0.8; CHOP inhibitor: 41.0; TRPML3 agonist: -0.2; NPY-Y2 PAM-ag: 5.6; NPY-Y1 antag: 8.6; EP2 modulator: 40.5; NPY1 pot ag: -30.4; TRPN1 ag: -2.0; S1P4 antagonist: -24.3

How did COC(=O)c1oc2ccc(Cl)cc2c1N do in these assays?
S1P4 agonist: 0.7; CHOP inhibitor: 8.9; TRPML3 agonist: 0.2; NPY-Y2 PAM-ag: 3.4; NPY-Y1 antag: -8.6; EP2 modulator: -10.4; NPY1 pot ag: 5.1; TRPN1 ag: -0.5; S1P4 antagonist: -5.5

Results for COc1ccc(NS(=O)(=O)c2cccc(NC(=O)CCC(=O)c3cccs3)c2)cc1 ?
S1P4 agonist: 1.8; CHOP inhibitor: 21.2; TRPML3 agonist: 0.3; NPY-Y2 PAM-ag: 13.8; NPY-Y1 antag: 3.1; EP2 modulator: -13.5; NPY1 pot ag: 0.4; TRPN1 ag: 0.6; S1P4 antagonist: -9.4

How did O=C(O)CCCN1C(=O)c2ccc(C(=O)c3cccc([N+](=O)[O-])c3)cc2C1=O do in these assays?
S1P4 agonist: 0.3; CHOP inhibitor: 4.9; TRPML3 agonist: 1.4; NPY-Y2 PAM-ag: -10.2; NPY-Y1 antag: -5.0; EP2 modulator: 16.0; NPY1 pot ag: 8.5; TRPN1 ag: 1.6; S1P4 antagonist: -14.8

Results for CCCN(CCC)CCNC(=O)C1CC(=O)N(c2ccc(OC)cc2)C1c1ccc(OC)cc1 (stereo not drawn) ?
S1P4 agonist: 1.1; CHOP inhibitor: 52.9; TRPML3 agonist: 0.5; NPY-Y2 PAM-ag: -23.2; NPY-Y1 antag: 7.0; EP2 modulator: 9.0; NPY1 pot ag: -1.2; TRPN1 ag: 0.0; S1P4 antagonist: 8.7

How did CCOC(=O)C1=C(C)NC(C)=C(C(=O)OCC)C1C(=O)OCC(=O)N1CCc2ccccc21 do in these assays?
S1P4 agonist: 1.3; CHOP inhibitor: 45.6; TRPML3 agonist: -1.0; NPY-Y2 PAM-ag: 11.3; NPY-Y1 antag: -3.6; EP2 modulator: 32.9; NPY1 pot ag: -1.5; TRPN1 ag: -2.0; S1P4 antagonist: -13.9

Results for Cc1cccc(-c2nnc(SCC#N)n2Cc2ccccc2)c1 ?
S1P4 agonist: -1.4; CHOP inhibitor: 2.9; TRPML3 agonist: -0.3; NPY-Y2 PAM-ag: 9.1; NPY-Y1 antag: 1.7; EP2 modulator: 5.0; NPY1 pot ag: -8.2; TRPN1 ag: -0.7; S1P4 antagonist: -9.5

How did Cc1cccc(N2CCN(S(C)(=O)=O)CC2)c1C do in these assays?
S1P4 agonist: 0.4; CHOP inhibitor: 25.6; TRPML3 agonist: -0.8; NPY-Y2 PAM-ag: 4.3; NPY-Y1 antag: -3.6; EP2 modulator: -2.6; NPY1 pot ag: 7.6; TRPN1 ag: 1.0; S1P4 antagonist: -20.3

What do the screens show for `CC(Sc1nc2ccccc2s1)C(=O)NCc1ccc2c(c1)OCO2` (stereo not drawn)?
S1P4 agonist: 3.0; CHOP inhibitor: -8.7; TRPML3 agonist: 0.1; NPY-Y2 PAM-ag: -23.7; NPY-Y1 antag: 8.6; EP2 modulator: 0.6; NPY1 pot ag: -39.1; TRPN1 ag: -1.9; S1P4 antagonist: -21.0

How did CCc1ccc(NC(=O)C2(c3ccccc3)CC2(Cl)Cl)cc1 (stereo not drawn) do in these assays?
S1P4 agonist: 0.9; CHOP inhibitor: 64.8; TRPML3 agonist: 5.5; NPY-Y2 PAM-ag: 8.0; NPY-Y1 antag: 5.2; EP2 modulator: -16.5; NPY1 pot ag: -1.8; TRPN1 ag: 13.6; S1P4 antagonist: -9.5

How did CCc1nc(SCC(=O)NNC(=O)c2ccc(OC)cc2)c2ccccc2n1 do in these assays?
S1P4 agonist: 0.0; CHOP inhibitor: -17.3; TRPML3 agonist: -0.7; NPY-Y2 PAM-ag: -4.2; NPY-Y1 antag: 7.0; EP2 modulator: -10.5; NPY1 pot ag: -7.7; TRPN1 ag: 0.3; S1P4 antagonist: -18.3

What do the screens show for `Cc1cc(C)n(-c2nc3c(c(=O)n(Cc4ccc(Cl)c(Cl)c4)c(=O)n3C)n2C)n1`?
S1P4 agonist: 1.4; TRPML3 agonist: 1.0; NPY-Y2 PAM-ag: 7.3; NPY-Y1 antag: 5.2; NPY1 pot ag: 0.6; TRPN1 ag: 0.8; S1P4 antagonist: -13.8

What do the screens show for `O=C(CSc1nnnn1-c1ccc2c(c1)OCCO2)N1CCN(C(=O)c2ccco2)CC1`?
S1P4 agonist: 0.6; CHOP inhibitor: 48.1; TRPML3 agonist: 0.2; NPY-Y2 PAM-ag: 0.6; NPY-Y1 antag: -2.1; EP2 modulator: -20.4; NPY1 pot ag: 3.7; TRPN1 ag: 0.2; S1P4 antagonist: -3.5

Results for CCCOC(=O)c1ccc(NC(=O)C(CC)CC)cc1 ?
S1P4 agonist: 0.4; CHOP inhibitor: 29.2; TRPML3 agonist: -0.7; NPY-Y2 PAM-ag: -5.4; NPY-Y1 antag: 0.0; EP2 modulator: -31.0; NPY1 pot ag: -0.2; TRPN1 ag: -1.9; S1P4 antagonist: -16.4
